# S-ASM inh – inhibitors of human secretory acid sphingomyelinase. P17405. placental ASM, HMU-PC fluorogenic substrate, 60 min. Potency, µM (top dose mostly 57.5 µM), inactives show at the top dose activity change, negative = inhibition, hits mostly inhibitors. 0.006% of 340,000 active. AID 504937; note: potency is the fitted concentration of half-maximal effect
# Target sequence (P17405 47-631 limits assumed): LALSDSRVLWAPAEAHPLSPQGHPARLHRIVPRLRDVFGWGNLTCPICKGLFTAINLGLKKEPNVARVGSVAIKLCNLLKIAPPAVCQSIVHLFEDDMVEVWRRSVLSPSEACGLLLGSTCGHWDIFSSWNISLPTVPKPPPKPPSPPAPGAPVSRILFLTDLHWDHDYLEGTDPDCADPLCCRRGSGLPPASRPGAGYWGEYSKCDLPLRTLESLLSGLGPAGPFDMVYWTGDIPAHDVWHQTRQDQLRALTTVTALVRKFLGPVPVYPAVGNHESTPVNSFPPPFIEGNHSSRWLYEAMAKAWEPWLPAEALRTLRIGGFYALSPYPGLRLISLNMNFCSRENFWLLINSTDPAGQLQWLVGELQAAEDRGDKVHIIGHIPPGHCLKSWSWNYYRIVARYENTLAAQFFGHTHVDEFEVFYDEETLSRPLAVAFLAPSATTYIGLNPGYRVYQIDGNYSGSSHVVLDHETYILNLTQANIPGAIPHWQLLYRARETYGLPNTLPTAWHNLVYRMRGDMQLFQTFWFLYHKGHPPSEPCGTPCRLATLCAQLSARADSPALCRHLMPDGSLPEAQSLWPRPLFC
#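 Human placenta-derived ASM preincubated with compound 10 min at room temperature, then reacted with 9 uM (final) fluorogenic HMU-PC substrate for 60 min at 37 C. Stop solution raises pH to 10; fluorescence read at Ex 386/Em 447 nm.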
# KCNH2 3.1 block – KCNH2 3.1 (human) potassium channel inhibition | U2OS KCNH2 3.1, thallium flux FluxOr; stronger effect = lower value | activity change, % (tested at about 1.8 µM) | 0.95% of 340,000 active | AID 720553;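 active = maximum activity change below -70%; inconclusive = maximum activity change from -70% to -50%; inactive = maximum activity change above -50%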;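 note: thallium influx rate constant from kinetic fluorescence after stimulation buffer; % is set by controls: 0 for no effect and ±100 for the full control effect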
#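 Measured as rate of thallium-driven FluxOr signal in transduced U2OS cells carrying the 3.1 channel, read kinetically for 2 min upon stimulation; values are rate constants scaled to DMSO control wells.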
# Coupling enz – coupling enzyme interference in Giardia aldolase counter-screen. coupling enzyme system counterscreen, AmpLite Red fluorescence. activity change, negative = inhibition, % at 58.2 µM, hits read low. 0.67% of 290,000 active. AID 2472; in the data active = activity change below about -30%; note: % is set by controls: 0 for no effect and ±100 for the full control effect
#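 Final compound at 57.5 uM, incubated 10 min at RT with coupling enzyme reagent (glyceraldehyde-3-phosphate), then 20 min with substrate and AmpLite Red detection. Fluorescence read at 525/598 nm; tests interference with the coupling assay, not aldolase inhibition.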
# a7 integrin act – integrin-mediated muscular dystrophy alleviation activation; alpha7betagal myoblasts, beta-gal FDG fluorescence, 48 h; Potency, µM (highest dose often 38.3 µM), for inactives: top-dose activation, actives largely listed as activators; 0.064% of 350,000 active; AID 624291;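 note: potency is the fitted concentration of half-maximal effect; 100% = response of the positive control SU9516; nearly all actives have a fitted effect of over 60% in size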
#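 Alpha7betagal+/- myoblasts (passage 13) were plated 16-24 hr, then exposed to compounds (1:260 dilution of DMSO stock) for 48 hours at 37C. After MPER lysis, β-galactosidase reporter activity was read as FDG fluorescence (ex 480/em 540) after 30 minutes.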
# CXXC DNA block – blocks binding of human MLL CXXC domain to DNA; 0.037% of 290,000 active; Potency, µM (doses to about 115 µM), without a hit: at the top dose activity change, negative = inhibition, actives largely listed as inhibitors; MLL-CXXC / FITC-HOXA9 DNA fluorescence polarization; AID 2662; Q03164; active = well fitted inhibition curve with a large enough effect in the polarisation, with a control signal flat, not every such curve was filed as active; inconclusive = small, poorly fitted or top-dose-only effect, or effect the other way, or a change in a side signal; inactive = no such curve, though single readings can be large or run the other way; the % refers to the polarisation; note: potency is the fitted concentration of half-maximal effect
#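 Steps: dispense CXXC domain solution (7 uM) → pin compounds or unlabeled HOX-A9 DNA control → 5 min ambient → add FLSN-HOX-A9 solution (50 nM) → spin → 30 min ambient → fluorescence polarization. Tris pH 7.5/NaCl/DTT/BSA buffer.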
# hERG WT inh – blocks the wildtype human KCNH2 potassium channel; Q12809; U2OS, BacMam KCNH2, thallium flux FluxOr; stronger effect = lower value; activity change, % at 1.84 µM; 0.37% of 340,000 active;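 active = maximum activity change below -70%; inconclusive = maximum activity change between -70% and -50%; inactive = maximum activity change above -50%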; note: % is set by controls: 0 for no effect and ±100 for the full control effect
#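 U2OS cells were transduced with wild-type KCNH2 virus (2.03 x 10^8 / mL) for 4 h at room temperature, then cultured overnight at 37 C. Thallium flux was read with FluxOr dye. Rate constants were normalized to DMSO controls.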
# A-T KAP1 phos – candidate therapy for ataxia-telangiectasia | […] A-T fibroblasts, KAP-1 phosphorylation AlphaLISA; neocarzinostatin DNA damage 30 min before lysis | 0.19% of 320,000 active | Potency, µM (doses to about 57.5 µM), for the others: at the top dose activation, hits mostly activators | AID 485349; note: potency is the fitted concentration of half-maximal effect; % of control where 0% means no effect; nearly all actives have a fitted effect of over 45% in size
#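 hTERT-immortalized A-T patient fibroblasts ([…]), 500 cells/well in OPTI-MEM, 1% FBS, got compounds for 60 min, then NCS for 30 min at 37C. Lysates were then assayed for phospho-KAP-1 by AlphaLISA (anti-pKAP1 donor, anti-KAP1 acceptor beads), 6 hr at 25C.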
# GALK inhibitor – inhibitors of human galactokinase | P51570 | Purified GALK, Kinase-Glo residual ATP luminescence | Potency, µM (titrated, usually from 57.5 µM), without a hit: at the top dose activity change, negative = inhibition, most hits filed as inhibitors | 0.007% of 270,000 active | AID 1868; note: potency is the fitted concentration of half-maximal effect; % is set by controls: 0 for no effect and ±100 for the full control effect
# Target sequence (P51570 whole entry, looked up): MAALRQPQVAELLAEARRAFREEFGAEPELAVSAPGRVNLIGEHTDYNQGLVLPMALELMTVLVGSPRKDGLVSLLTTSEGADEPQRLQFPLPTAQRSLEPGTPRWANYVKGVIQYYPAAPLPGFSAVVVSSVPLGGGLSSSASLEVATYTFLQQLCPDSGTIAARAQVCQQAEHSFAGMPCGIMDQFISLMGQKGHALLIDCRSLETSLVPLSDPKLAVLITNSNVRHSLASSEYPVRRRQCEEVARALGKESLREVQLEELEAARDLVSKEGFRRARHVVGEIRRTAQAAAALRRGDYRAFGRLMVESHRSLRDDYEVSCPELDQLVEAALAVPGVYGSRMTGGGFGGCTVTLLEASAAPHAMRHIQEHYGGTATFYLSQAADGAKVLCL
#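 ATP-depletion format; final 35 uM ATP, 100 uM D-galactose, 5 nM enzyme; pH 8.0 HEPES/Mg2+ buffer; 60 min RT; luminescence read 10 min after detection reagent.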
# MBNL1-CUG inh – blocks human MBNL1 binding to CUG repeat RNA; TR-FRET MBNL1-His/biotin-(CUG)12 binding, 665/545 ratio; Potency, µM (highest dose often 57.5 µM), for inactives: at the highest dose activity change, negative = inhibition, most hits filed as inhibitors; 0.036% of 280,000 active; AID 2675; active = well fitted inhibition curve with a large enough effect in the signal ratio, with a control signal flat, not every such curve was filed as active; inconclusive = small, poorly fitted or top-dose-only effect, or effect the other way, or a change in a side signal; inactive = no such curve, though single readings can be large or run the other way; the % refers to the signal ratio; note: potency is the fitted concentration of half-maximal effect; % is set by controls: 0 for no effect and ±100 for the full control effect
#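 Ratiometric TR-FRET (665 over 545 nm, excitation 340 nm) tracks disruption of MBNL1-His/biotin-(CUG)12 complex after 60 min at room temperature, with compounds at 92 nM to 58 uM final.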
# TRPV1 agonist – human TRPV1 agonism. AID 540275. TRPV1-expressing cells, Fluo-8 calcium influx, agonist mode. Q8NER1. activation, % at 8.33 µM. 0.19% of 320,000 active; in the data active = activation above about 80%; inconclusive = between about 30% and that limit; note: 0% is about no effect
#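 Fluo-8 calcium influx in TRPV1-expressing cells, kinetic read (ex 480/em 520 nm). Compound added and read 3 min for agonist activity, followed by capsaicin at EC20 final and 2 min further read for enhancement.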
# * marks the source's active call; other numbers are inactive results; i = inactive; ? = inconclusive; / = not tested or not shown; [ ] = remark or other dose. Unless noted, calls come from the whole dose curve; as a rule, active = well fitted curve in the direction sought with a large enough effect; inconclusive = small, poorly fitted or top-dose-only effect, or another doubt; inactive = no such curve, though single readings can be large; an effect the other way counts as inactive or inconclusive.
SMILES,S-ASM inh,KCNH2 3.1 block,Coupling enz,a7 integrin act,CXXC DNA block,hERG WT inh,A-T KAP1 phos,GALK inhibitor,MBNL1-CUG inh,TRPV1 agonist
CC[C@@]1(c2ccccc2)C(=O)N(C(=O)OC)N1C(=O)OC,3%,15,0,28%,1%,23,27%,/,-6%,3
CCNC(=O)Nc1ccccc1C(=O)OC,3%,7,-4,0%,10%,-1,6%,1%,-1%,-1
COc1ccccc1NS(=O)(=O)c1cc(NC(=O)CCC2CCCC2)ccc1N1CCOCC1,2%,15,-1,15%,14%,5,5%,-1%,4%,-6
CCCCn1c(N)c(N(CCOC)C(=O)c2cccc(S(=O)(=O)N(CC)c3ccccc3)c2)c(=O)[nH]c1=O,11%,0,/,11%,/,-6,-4%,/,/,-1
COc1cc(OC)c(S(=O)(=O)Nc2ccc(C)cn2)cc1NC(C)=O,2%,1,7,11%,0%,2,4%,0%,-5%,-3
CC(C)(C)C(=O)Nc1ccc(-c2csnn2)cc1,5%,6,1,-25%,2%,0,1%,/,-6%,28
N#CCC(=O)NCCCc1ccccc1,0%,12,-1,13%,-1%,4,-2%,/,-5%[11.5 µM],1
Cc1ccc(-n2c(SCc3ccc([N+](=O)[O-])cc3)nc3ccccc3c2=O)cc1,-13%,-27,0,2%,20%,-23,3%,5%,-4%,-3
COC(=O)C1CCN(CC(N)=O)CC1,2%,/,1,15%,10%,-23,2%,0%,-2%,1
Oc1ccc(-c2nc3ccccc3s2)cc1,/,1,1,4%,8%,-5,2%,/,21%,9
CCOC(=O)N1CCC(NCCNC(=O)c2ccccc2Cl)CC1,0%,-8,1,-8%,-4%,2,3%,2%,-9%,15
CCOC(=O)c1ccccc1NC(=O)C=C(C)C,-1%,-3,2,37%,4%,2,0%,0%,-5%,3
O=C(CSc1nccn(-c2ccc(F)c(F)c2)c1=O)NC1CCCC1,15%,-8,/,8%,/,-5,0%,/,/,-2
CCOC(=O)C(=O)NCC(c1cccs1)S(=O)(=O)c1ccc(C)cc1 (configuration not stated),0%,-18,/,?,/,-11,-3%,/,/,-1
Cc1ccc(NC(=O)c2cc(N3CCOCC3)nc3ccccc23)cc1,84%[activator],-4,0,-26%,-8%,7,8%,3%,-6%,?
C=CCn1c(N)c(C(=O)OC(C)(C)C)c2nc3ccccc3nc21,i,2,1,-33%,1%,-3,/,0%,17%,?
Clc1ccc(OCCCn2ccnc2)c(Br)c1,1%,-8,3,-11%,-9%,11,-6%,4%,-1%,-2
Cc1ccc(C)c(N(CC(=O)NC2CCCCC2)C(=O)CNC(=O)c2ccco2)c1,0%,2,-1,-25%,0%,6,-1%,1%,3%,2
O=C(OCc1ccc([N+](=O)[O-])cc1)c1cc(=O)c2ccccc2o1,5%,1,0,14%,1%,15,-3%,-2%,?,11
CCCCCOc1ccc(Br)cc1/C(C)=N/NC1=NCCN1,-7%,-11,-1,-51%[inhibitor],20%,27,/,1%,-9%,-2

# Nothing new here: an excerpt of the list.
SMILES,S-ASM inh,KCNH2 3.1 block,Coupling enz,a7 integrin act,CXXC DNA block,hERG WT inh,A-T KAP1 phos,GALK inhibitor,MBNL1-CUG inh,TRPV1 agonist
CC[C@@]1(c2ccccc2)C(=O)N(C(=O)OC)N1C(=O)OC,3%,15,0,28%,1%,23,27%,/,-6%,3
CCNC(=O)Nc1ccccc1C(=O)OC,3%,7,-4,0%,10%,-1,6%,1%,-1%,-1
COc1ccccc1NS(=O)(=O)c1cc(NC(=O)CCC2CCCC2)ccc1N1CCOCC1,2%,15,-1,15%,14%,5,5%,-1%,4%,-6
CCCCn1c(N)c(N(CCOC)C(=O)c2cccc(S(=O)(=O)N(CC)c3ccccc3)c2)c(=O)[nH]c1=O,11%,0,/,11%,/,-6,-4%,/,/,-1
COc1cc(OC)c(S(=O)(=O)Nc2ccc(C)cn2)cc1NC(C)=O,2%,1,7,11%,0%,2,4%,0%,-5%,-3
CC(C)(C)C(=O)Nc1ccc(-c2csnn2)cc1,5%,6,1,-25%,2%,0,1%,/,-6%,28
N#CCC(=O)NCCCc1ccccc1,0%,12,-1,13%,-1%,4,-2%,/,-5%[11.5 µM],1
Cc1ccc(-n2c(SCc3ccc([N+](=O)[O-])cc3)nc3ccccc3c2=O)cc1,-13%,-27,0,2%,20%,-23,3%,5%,-4%,-3

# The results go on:
SMILES,S-ASM inh,KCNH2 3.1 block,Coupling enz,a7 integrin act,CXXC DNA block,hERG WT inh,A-T KAP1 phos,GALK inhibitor,MBNL1-CUG inh,TRPV1 agonist
CC(=O)c1cccc(NC(=O)C2=CC(c3cccs3)=NS(=O)(=O)N2C)c1,-3%,-4,/,-13%,-6%,10,-4%,-1%,?,5
O=C(Nc1nc2nccc(-c3ccccc3)n2n1)c1ccccc1,6%,-3,-1,-11%,4%,4,7%,-1%,/,0
Cc1ccc(S(=O)(=O)N2CC(O)C[C@H]2C(=O)OCC(=O)N2CCN(c3ccc(F)cc3)CC2)cc1C (some centres not stated),-2%,14,/,28%,/,3,/,/,/,/
CC(NC(=O)COc1ccc(-c2nnco2)cc1)c1ccc(Cl)cc1Cl (configuration not stated),-1%,-3,3,1%,-3%,-9,0%,2%,-19%,-1
O=C(NCc1cccnc1)c1sc2cc(Cl)ccc2c1Cl,-2%,-13,0,3%,-5%,-10,11%,/,14%,3
CCOC(=O)C(CCCOc1ccccc1C)C(=O)OCC,-1%,-2,-1,-3%,-6%,-16,15%,1%,-1%,4
O=C(CCCCCCCC(=O)NCC1CCCO1)NCC1CCCO1 (configuration not stated),-1%,-6,2,11%,-4%,11,-4%,1%,-2%,4
O=C1C(C23CC4CC(CC(C4)C2)C3)C(=O)N(c2ccccc2)N1c1ccccc1,0%,-4,1,2%,-2%,7,1%,-2%,-11%,6
O=C1CS/C(=N\c2ccccn2)N1C1CCCCC1,4%,5,2,-9%,6%,-6,2%,1%,-10%,6
Cc1ccccc1C(=O)Oc1ccc(Sc2ccc(O)cc2)cc1,/,/,-1,/,16%,/,1%,-5%,0%,21
COc1cccc(/C=N/NC(=O)C(C)n2nnc3ccccc32)c1 (configuration not stated),0%,-1,-2,-12%,1%,-10,1%,2%,6%,-1
COC(=O)[C@H](CC(C)C)NCc1cccc(CN[C@@H](CC(C)C)C(=O)OC)c1,4%,-1,1,-24%,6%,10,4%,/,-1%,19
Cc1ccc(-n2cc(CN3CCNC(=O)CC3)c(-c3cccc(C)c3)n2)cc1,-6%,-1,0,-13%,-8%,-9,-2%,2%,-6%,?
O=C(NNC(=S)Nc1ccc(F)c(Cl)c1)C1CC1,2%,3,-1,2%,8%,-11,-1%,5%,-9%,-3
COc1ccc(C(=O)NC2CCCCC2)cc1OC1CCN(C(C)C)CC1,4%,?,/,-22%,-2%,34,-4%,-2%,2%,3
O=C1C=C(Nc2ccc(Cl)cc2Cl)CC(c2ccco2)C1 (configuration not stated),1%,-3,5,0%,2%,-1,1%,0%,3%,23
CC(=O)NCCC(=O)Nc1ncc(S(=O)(=O)c2ccc([N+](=O)[O-])cc2)s1,5%,7,/,-27%,/,-3,0%,/,/,0
C[C@H](NC(=O)c1nc[nH]c1C(=O)NCCCCCNC(=O)OC(C)(C)C)C(=O)OC(C)(C)C,0%,-14,-3,-16%,1%,1,15%,1%,17%,3
CN(C(=O)Cn1c(=O)oc2cc(S(=O)(=O)N3CCCC3)ccc21)C1CCCCC1,6%,9,1,-8%,48%[activator],-1,3%,2%,-11%,-1
COc1cccc(S(=O)(=O)NCc2ccc(C(=O)N3CCN(C)CC3)cc2)c1,3%,-8,5,9%,0%,23,-2%,5%,-7%,-3
COC(=O)CN1C(=O)C(C)(C)Oc2ccc(C(=O)NC3CC3)cc21,3%,10,6,0%,1%,-4,-2%,1%,10%,0
CCCCN1C(=O)C(O)=C(C(C)=O)C1c1ccccc1 (configuration not stated),4%,0,-12,16%,-11%,7,/,5%,-6%,-3
CCN1C(=O)c2ccccc2Sc2ccc(C(=O)NCCCN3CCOCC3)cc21,2%,10,3,8%,-5%,4,-1%,-2%,-1%,3

# Bioassay records from PubChem BioAssay.

# Not a hit list; any-hit rate near 2%.
